Source: PubChem BioAssay
MCL1-BIM inh: inhibitors of MCL1 binding to BIM-BH3, primary screen, biochemical, fluorescence polarization; Induced myeloid leukemia cell differentiation protein Mcl-1 (Homo sapiens), Q07820; GST-MCL1 / FITC-Bim-BH3 fluorescence polarization; inhibition, % at 10.9 µM; hit rate 0.68% among 320,000;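 active = inhibition above the mean inhibition of all tested compounds plus 3 SD, set per campaign, cut at about 40% in these data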;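 also: 0% = DMSO wells and 100% = unlabeled Bim-BH3 peptide control; higher means more loss of mP so more displacement of Bim peptide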
CIT2-GFP yeast: modulators of CIT2-GFP expression in yeast, primary screen, S. cerevisiae, GFP fusion, multiplex flow cytometry, MLPCN library; GFP response vs DMSO, % at 10 µM; AID 2029, 2009; hit rate 0.065% among 320,000; S. cerevisiae CIT2-GFP strain, 3 h; 100 means same as DMSO wells;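 active = GFP response relative to DMSO above a set limit, near the screen mean plus 3 SD, cut at about 150% in these data; inconclusive = Fewer than 70 cells measured for a yeast strain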;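 also: ratio of well median GFP fluorescence to mean of DMSO wells on the plate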
GLD-1 TGE inh: GLD-1/TGE RNA complex disruptors, primary screen, biochemical, fluorescence polarization; purified GLD-1 + fluorescein TGE RNA; hit rate 0.44% among 320,000; inhibition, % at 5.96 µM; Female germline-specific tumor suppressor gld-1 (Caenorhabditis elegans), Q17339; AID 2280, 2010;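 active = percent inhibition above a per-plate cutoff, the plate mean of test compounds plus 3 SD, cut at about 30% in these data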;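 also: 0% = DMSO wells with GLD-1 and probe and 100% = wells lacking GLD-1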
BCLXL inh: inhibitors of human Bcl-xL, primary screen, biochemical, fluorescence polarization, HTS. Bcl-2-like protein 1 (Homo sapiens), Q07817. GST-Bcl-xL / FITC-Bim BH3 peptide fluorescence polarization. inhibition, % at 10.9 µM. hit rate 0.7% among 320,000. AID 2129, 2009;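 active = inhibition above the mean of all tested compounds plus 3 SD, cutoff set per campaign, cut at about 30% in these data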;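 also: 0% = DMSO wells and 100% = unlabeled Bim-BH3 peptide competitor; inhibitors lower millipolarization by displacing the labeled peptide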
Target sequence (Q07817 whole entry, looked up): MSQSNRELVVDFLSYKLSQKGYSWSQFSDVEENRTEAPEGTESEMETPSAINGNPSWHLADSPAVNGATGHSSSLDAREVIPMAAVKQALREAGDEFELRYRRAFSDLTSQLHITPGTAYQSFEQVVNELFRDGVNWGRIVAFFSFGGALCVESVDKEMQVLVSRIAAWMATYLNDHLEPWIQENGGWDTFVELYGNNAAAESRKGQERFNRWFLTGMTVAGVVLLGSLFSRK
MEX-5 binding: MEX-5 zinc finger RNA-binding disruptors – biochemical, C. elegans, fluorescence polarization, MLPCN library, primary screen; MEX-5/FITC-TCR2 RNA binding; active compounds read low; activity score (negative = inhibition of binding), % at 10 µM; hit rate 0.38% among 300,000;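 active = inhibition past about -25% in most replicates, and total fluorescence under double the plate's negative control median, limit read from the data; inconclusive = replicates evenly split on the limit, or fluorescence at least double controls; inactive = too little inhibition in most replicates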;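 also: 0% = DMSO and -100% = 5 µM competing unlabeled TCR2 RNA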
AGP1 TOR yeast: modulators of AGP1-GFP expression in yeast TOR pathway, primary screen, cell-based, multiplex flow cytometry, S. cerevisiae, MLPCN library; hit rate 0.02% among 320,000; GFP response vs DMSO, % at 10 µM; 3 h; GFP as percent of DMSO wells;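 active = GFP response relative to DMSO above a set limit, near screen average plus 3 SD, cut at about 150% in these data; inconclusive = fewer than 70 cells counted for the yeast strain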;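 also: median GFP channel fluorescence of the gated AGP1 strain per well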
VLA-4 inh: inhibition in human VLA-4 binding assay, primary screen, VLA-4 allosteric modulator project, MLPCN library, flow cytometry, VLA-4 expressing cells; ligand binding flow cytometry; AID 2557, 2010; hit rate 0.2% among 330,000; inhibition, % (about 7 µM as worked out from the volumes in the protocol); in the data active = inhibition above about 50%
GRK2 inh: compounds blocking aptamer binding on GRK2 – biochemical, human GRK2, bead flow cytometry, HTS, primary screen | FAM-aptamer displacement from GRK2 | inhibition of aptamer binding, % at 10 µM | hit rate 0.59% among 330,000;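 active = inhibition of aptamer binding above 40%, roughly 3 SD of noise, on plates passing a quality check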;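 also: median bead fluorescence of bound FAM aptamer so fluorescent compounds give negative values; no value below 0 was filed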
Target sequence (P25098 whole entry, looked up): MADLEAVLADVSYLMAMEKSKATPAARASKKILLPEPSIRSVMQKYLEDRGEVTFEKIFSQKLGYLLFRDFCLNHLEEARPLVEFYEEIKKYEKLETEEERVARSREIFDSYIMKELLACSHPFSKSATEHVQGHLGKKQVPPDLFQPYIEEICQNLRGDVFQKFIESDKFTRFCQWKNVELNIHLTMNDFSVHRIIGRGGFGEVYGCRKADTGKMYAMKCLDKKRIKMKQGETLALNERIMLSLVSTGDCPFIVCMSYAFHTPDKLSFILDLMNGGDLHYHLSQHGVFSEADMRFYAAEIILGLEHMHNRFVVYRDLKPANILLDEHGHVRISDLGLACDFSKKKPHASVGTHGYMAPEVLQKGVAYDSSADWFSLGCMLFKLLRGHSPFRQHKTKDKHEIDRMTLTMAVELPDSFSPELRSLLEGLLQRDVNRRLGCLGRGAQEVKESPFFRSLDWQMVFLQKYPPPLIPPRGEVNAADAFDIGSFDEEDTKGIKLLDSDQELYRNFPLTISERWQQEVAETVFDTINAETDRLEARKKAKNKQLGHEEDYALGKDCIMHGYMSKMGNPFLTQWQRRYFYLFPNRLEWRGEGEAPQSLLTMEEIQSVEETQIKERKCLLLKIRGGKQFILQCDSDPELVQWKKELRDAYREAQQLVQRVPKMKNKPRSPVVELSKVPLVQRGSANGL
CR mimetic SO: reduction of superoxide in aged yeast, primary screen, HTS | S. cerevisiae aged cells, superoxide DHE fluorescence; active compounds read low | superoxide response (% of plate mean), % at 10 µM | hit rate 0.18% among 330,000;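 active = superoxide response under a set limit, about three screen SD below normal, cut at about 65% in these data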;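 also: yeast aged for seven days with compound at 30 °C before DHE staining; 100% = average MFI of all compound-treated wells on the plate with controls excluded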
* hit, by the source's call; ? = inconclusive; nt = no result given; [ ] = another dose, or the depositor's remark.

SMILES	MCL1-BIM inh	CIT2-GFP yeast	GLD-1 TGE inh	BCLXL inh	MEX-5 binding	AGP1 TOR yeast	VLA-4 inh	GRK2 inh	CR mimetic SO
O=C(NNc1ccccc1)C(=O)NNS(=O)(=O)c1ccc([N+](=O)[O-])cc1	19	113	8	12	-35*	104	11	0	128
O=C(NCc1ccccc1)c1ccc(CN2CCOCC2)cc1	2	103	5	6	2.2	104	22	0	100
NC(=O)c1ccc(NC(=O)c2ccccc2S(=O)(=O)c2ccccc2[N+](=O)[O-])cc1	2	107	5	4	-0.8	102	1	3	122
CCc1ccc(NC(=O)c2cc(C(C)C)on2)cc1	0	96	2	0	nt	102	2	0	82
O=C(COc1ccc(/C=N/NC(=O)C(=O)N2CCCCC2)cc1)Nc1ccccc1Cl	0	88	5	4	-0.4	93	9	0	111
COC(=O)[C@H](CCSC)NC(=O)NCCc1ccc(F)cc1	3	101	-3	6	-0.1	100	16	1	108
COc1ccc(NC(=O)Cn2c(=O)n(-c3ccc(CC(=O)NCc4ccco4)cc3)c(=O)c3ccccc32)cc1	-4	103	2	2	0.2	105	0	3	92
CC(C)C[C@@H](CO)N(Cc1ccccc1)S(=O)(=O)N(Cc1ccccc1)[C@H](CO)CC(C)C	0	103	4	1	nt	97	7	2	105
CC1CC(=O)Nc2ccccc2N1C(=O)CN1CCN(c2ccccc2)CC1 (stereo not given)	4	104	-3	2	-2.0	100	-4	1	95
O=C(N/N=C\c1ccc2c(c1)OCO2)c1ccco1	11	113	1	2	-2.9	102	-13	1	77
CC(C)(CNC(=O)CCNC(=O)c1ccc(Br)cc1)N1CCOCC1	0	102	-3	1	0.0	109	-1	4	91
COc1ccc(/C(N)=N/OC(=O)C2CCCCC2)cc1OC	0	99	5	-3	3.7	99	-4	2	103

Structures above that contain a halogen:
SMILES	MCL1-BIM inh	CIT2-GFP yeast	GLD-1 TGE inh	BCLXL inh	MEX-5 binding	AGP1 TOR yeast	VLA-4 inh	GRK2 inh	CR mimetic SO
O=C(COc1ccc(/C=N/NC(=O)C(=O)N2CCCCC2)cc1)Nc1ccccc1Cl	0	88	5	4	-0.4	93	9	0	111
COC(=O)[C@H](CCSC)NC(=O)NCCc1ccc(F)cc1	3	101	-3	6	-0.1	100	16	1	108
CC(C)(CNC(=O)CCNC(=O)c1ccc(Br)cc1)N1CCOCC1	0	102	-3	1	0.0	109	-1	4	91

Continued.
SMILES	MCL1-BIM inh	CIT2-GFP yeast	GLD-1 TGE inh	BCLXL inh	MEX-5 binding	AGP1 TOR yeast	VLA-4 inh	GRK2 inh	CR mimetic SO
CCn1nnnc1SCC(=O)c1ccc2c(c1)OCCO2	-4	100	0	-1	-0.4	105	15	12	101
COc1ccccc1C(=O)Nc1cccc(NC(=O)c2ccccc2OC)n1	11	108	6	8	0.4	103	-3	0	86
CCN1C(=O)C2CCCCN2c2ccc(C(=O)NCCOC)cc21 (stereo not given)	9	106	6	6	0.5	101	9	0	106
CNC(=O)c1c(NC(=O)CS(=O)(=O)c2ccc(F)cc2)sc(C)c1C	5	105	5	3	-0.9	110	-8	1	95
Cc1ccc(NC(=O)CN(C)S(=O)(=O)c2ccc(Br)s2)cc1F	-5	90	2	-1	0.0	99	-6	0	120
CCOC(=O)Nc1ccc2c(COC(=O)CNS(=O)(=O)c3ccc(NC(C)=O)cc3)cc(=O)oc2c1	-17	106	2	1	-1.2	105	33	0	92
CCn1cc2nc(SCC(=O)Nc3ccc(OC)cc3OC)n(Cc3ccc(OC)cc3)c(=O)c2n1	-2	98	1	5	-0.6	101	2	0	95
Cc1cc(Br)ccc1SCC(=O)OCC(=O)NCc1ccc2c(c1)OCO2	4	106	6	0	-0.9	97	3	2	100
COC(=O)c1ccc2c(=O)n(Cc3ccco3)c(SCC(=O)Nc3ccccc3Cl)nc2c1	0	?	3	0	-4.8	20[may fluoresce violet]	-1	5	92
COc1cc(C(=O)COC(=O)c2cnc(C)cn2)ccc1OC(F)F	-3	105	0	4	3.2	101	-3	1	93
CC[C@@]1(C(=O)OC)N[C@H](CN(C)C(=O)Nc2ccc(C(F)(F)F)cc2)[C@@H]2C(=O)N(C)C(=O)[C@@H]21	nt	98	-2	nt	nt	103	-5	3	91
Cc1noc(NS(=O)(=O)c2ccc(NC(=O)C34CC5CC(C3)CC(n3cnc(Cl)n3)(C5)C4)cc2)c1C	1	99	0	10	0.6	103	20	0	94
O=C(NCCc1csc(-c2cccnc2)n1)c1c(F)cccc1F	0	100	-3	6	3.4	103	4	0	109
COc1ccc(OC)c(NC(=O)CN(c2ccc(OC)c(Cl)c2)S(C)(=O)=O)c1	3	101	8	0	-1.7	101	-17	2	113
Cc1cc2cc3c(cc2nc1SCC(=O)N1c2ccccc2CC1C)OCO3 (stereo not given)	3	90	-3	0	-0.1	83	0	0	90
O=C(CSc1nccn1-c1ncc(C(F)(F)F)cc1Cl)c1ccc(Cl)cc1	1	86	-3	-6	2.5	96	1	0	102
COc1ccc(O/C(=N\S(=O)(=O)c2ccccc2)c2ccccc2)cc1	-1	94	0	9	1.9	104	16	3	81
CCOc1ccccc1NC(=O)c1ccc(F)c(S(=O)(=O)N2CCC3(CC2)OCCO3)c1	8	96	5	10	2.1	97	-4	0	97
CC(c1ccc(F)cc1)n1cc(C(=O)NCc2ccccn2)nn1 (stereo not given)	7	107	0	1	0.4	103	3	0	110
O=C(c1cn(-c2ccccc2)nc1-c1cc2ccccc2oc1=O)N1CCOCC1	-6	102	0	-4	0.3	101	2	0	104
COCc1cc(C)nc(OC)c1C(N)=O	-4	104	10	1	0.6	119	-2	0	92
CCCc1cc(=O)n2[nH]c(Cc3ccccc3)nc2n1	3	100	6	7	1.3	102	19	0	97
COc1ccc(N(CC(=O)Nc2ccc3c(c2)OCCO3)S(=O)(=O)c2c(C)noc2C)cc1	-6	107	7	7	-2.0	105	-13	0	87
COC(=O)c1ccc(OCC(O)CNCC(c2ccc(OC)cc2)N(C)C)c(OC)c1 (stereo not given)	6	107	1	4	-2.3	101	2	0	90
COc1cc([N+](=O)[O-])ccc1NC(=O)COC(=O)C=C(C)C	-13	81	-4	-17	1.1	76	0	3	102
CCN(C(=O)CN1CCN(c2ccc(O)cc2)CC1)c1c(N)n(Cc2ccccc2)c(=O)[nH]c1=O	14	104	1	22	-3.9	107	14	1	90
CN(C(=O)c1cccc(NC(=O)Cc2ccc([N+](=O)[O-])cc2)c1)C1CCCC1	nt	89	-2	nt	nt	93	-28	1	104
C=C(NC(=O)C(=C)NC(=O)c1csc(C2=NC3c4csc(n4)C4NC(=O)c5csc(n5)C([C@@](C)(O)C(C)O)NC(=O)C5CSC(=N5)/C(=C\C)NC(=O)C(C(C)O)NC(=O)c5csc(n5)[C@]3(CC2)NC(=O)C(C)NC(=O)C(=C)NC(=O)C(C)NC(=O)C(C(C)CC)NC2C=Cc3c(C(C)O)cc(nc3C2O)C(=O)OC4C)n1)C(N)=O (stereo not given in full)	2	83	3	-2	nt	81	20	8	100
Cc1ccc(-n2c(=O)c3c4c(sc3n3c(C)nnc23)COC(C(C)C)C4)cc1 (stereo not given)	-9	88	0	1	0.1	93	7	2	88
COC(=O)C(Cc1ccccc1)NC(=O)C12CC3CC(CC(C3)C1)C2 (stereo not given)	5	101	2	1	2.3	106	30	2	107
Cn1c(=O)n(C)c2cc([N+](=O)[O-])c(N3CCN(C(=O)c4ccc(F)cc4)CC3)cc21	11	109	-4	7	-2.4	99	0	1	117
CSCCC(NS(=O)(=O)c1ccc2c(c1)OCCO2)C(=O)NCCc1ccccn1 (stereo not given)	7	95	1	-1	1.5	108	8	0	106
Cc1ccc(C)c(NC(=O)CCC(=O)N/N=C/c2cc([N+](=O)[O-])ccc2O)c1	12	93	-2	8	-0.3	98	3	0	97
Cc1cccc(C)c1N1CCN(C(=O)N2CCOCC2)CC1	6	94	-9	8	2.6	100	-2	5	108
N#C/C(=C(/O)CCl)c1nnc2n1CCCCC2	0	94	-8	2	-2.5	103	-8	3	105
O=C(NCCCN1CCOCC1)c1cc(S(=O)(=O)N2CCOCC2)c(Cl)cc1Cl	5	100	-1	1	nt	102	16	0	106
O=C(/C=N/O)NCCCn1ccnc1	-2	98	2	4	0.5	99	7	1	95
CCOc1cc(Br)ccc1S(=O)(=O)N1CCC(C(N)=O)CC1	3	105	2	-3	-1.6	89	-8	0	105
CCCCn1c2c(c(=N)c3ccccc31)CCC2	-31	107	5	-12	-0.4	109	-9	3	97
CO/N=C(/CS(=O)c1ccc(Br)cc1)c1ccc(OC)cc1 (stereo not given)	6	93	5	5	1.5	104	9	0	110
Nc1ccc(O)c2ccccc12	12	?	1	23	1.4	23[may fluoresce violet]	-37	0	94
O=C(CNC(=O)c1ccco1)NNC(=O)c1n[nH]c(=O)c2ccccc12	nt	104	2	nt	nt	105	0	0	90
O=C(CCS(=O)(=O)c1ccccc1)N1CCN(c2ccccc2F)CC1	6	103	4	6	-1.6	101	-24	0	83
Cc1cc(C)cc(NC(=O)CCC(=O)N2CCSc3ccccc32)c1	1	99	3	-6	0.7	105	2	1	92
Cc1ccc2nc(-c3ccc(N4C(=O)CC(N5CCN(CCO)CC5)C4=O)cc3)sc2c1 (stereo not given)	8	93	6	1	-0.4	99	21	4	97
CCN(CC)CCn1c2c(c(SCC(=O)Nc3ccc(C(C)C)cc3)nc1=O)CCC2	0	106	-3	3	1.5	106	6	0	102
Cc1ccc(S(=O)(=O)N2CCC(=O)N(C(COCc3ccccc3)C(C)C)CC2)cc1 (stereo not given)	4	90	3	-3	-0.2	87	25	4	106
Cc1oc(-c2ccc(Cl)cc2)nc1CN1CCC(C(=O)NCCCN2CCOCC2)CC1	5	103	7	3	0.7	105	-2	0	97
CCN(CC(=O)NCc1cccs1)C(=O)Cc1ccc(C)c(C)c1	nt	91	0	nt	nt	93	-4	0	116
O=C(Nc1nnc(-c2ccncc2)o1)C1CCCCC1	5	103	5	6	-4.9	98	5	0	84
CC(C)(C)C1CCC(OCC(O)CN2CCN(Cc3ccccc3)CC2)CC1 (stereo not given)	0	110	3	-1	2.4	103	2	0	94
CC(=O)C1C(c2ccccc2OC(F)F)NC(=O)NC1(O)C(F)(F)F (stereo not given)	2	103	-1	2	-1.9	104	2	0	95
COC(=O)COc1ccc(-c2nn(C)c(=O)c3ccccc23)cc1	-5	106	-2	1	-0.1	108	-2	0	97
COc1ccc(COC(=O)CCN=C2NS(=O)(=O)c3ccccc32)cc1F	0	107	3	-3	-1.1	108	0	3	92
COC(=O)Cc1cc(=O)n(-c2nc3ccccc3[nH]2)[nH]1	10	102	5	6	-10	114	4	0	92
CCCCOc1ccccc1/C=N/NC(=O)CC#N	4	97	0	-2	-2.1	97	-6	2	75
Cc1cc(Cl)ccc1NNC(=O)c1c(C)noc1C	0	97	0	8	-2.4	93	1	1	108
